rTrxR1 inhibitor: qHTS Assay for Inhibitors of Mammalian Selenoprotein Thioredoxin Reductase 1 (TrxR1): qHTS | recombinant rTrxR1, NADPH fluorescence consumption, selenite substrate | Thioredoxin reductase 1, cytoplasmic (Rattus norvegicus), O89049 | 1% of 390,000 active | Potency, µM (doses to about 114 µM), for inactives: at the top dose activity change, negative = inhibition, most hits filed as inhibitors; further: potency means the concentration at half of the fitted maximal effect; on the % scale 0 is the no-effect control and ±100 the full control effect; nearly all actives have a fitted effect of over 65% in size
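Rat TrxR1 (90 nM in the dispensed reagent) was pre-reduced with 400 uM NADPH for 5 min at room temperature, then incubated with compound for 15 min. After 400 uM selenite was added, NADPH fluorescence (Ex 340/Em 450 nm) was followed for 8 min.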
TRHR ag: qHTS for Small Molecule Agonists and Allosteric Enhancers of Human TRH Receptor: Primary Screen for Agonists; TRHR cells, calcium flux fluo-8, FDSS agonist mode; activation, % at 2 µM; 0.18% of 360,000 active; AID 493084, 2011; in the data active means activation above about 30%; further: 0% is about no effect
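Fluo-8-loaded TRHR cells; 10 s baseline, compound added, kinetic Ca2+ fluorescence read 1/s, agonist mode.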
D2 antag: HTS Assay for Allosteric Antagonists of the Human D2 Dopamine Receptor: Primary Screen for Antagonists; HEK293 TREx D2 cells, calcium flux, dopamine EC80; inhibition, % at 10 µM; 2% of 340,000 active; in the data active means inhibition above about 30%; further: 0% is about no effect
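Dopamine at EC80 is the agonist stimulus; test compounds precede it by 180 s. Calcium flux read kinetically in a force-coupled, inducible HEK293 T-REx D2 cell line.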
IDH1 R132H inh: qHTS for Inhibitors of mutant isocitrate dehydrogenase 1 (IDH1): qHTS. Isocitrate dehydrogenase [NADP] cytoplasmic (Homo sapiens), O75874. IDH1-R132H enzyme, NADPH consumption, diaphorase/resazurin fluorescence. Potency, µM (doses to about 76.6 µM), for the others: at the top dose activity change, negative = inhibition, actives largely listed as inhibitors. 0.093% of 390,000 active; further: potency means the concentration at half of the fitted maximal effect; on the % scale 0 is the no-effect control and ±100 the full control effect; nearly all actives have a fitted effect of over 65% in size
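IDH1-R132H (0.5 ug/mL dispensed) in pH 7.5 Tris buffer was preincubated 30 min with compound, then given a substrate mix of 0.016 mM NADPH and 2 mM alpha-KG for 80 min at room temperature; remaining NADPH was read by diaphorase/resazurin fluorescence.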
PI4K2A block: qHTS for small molecular inhibitors of PI4K2A; Phosphatidylinositol 4-kinase type 2-alpha (Homo sapiens), Q9BTU6; activity change, negative = inhibition, % at 76.9 µM; 0.13% of 420,000 active; purified PI4K2A, ADP-Glo luminescence, 1 h; hits give low values; in the data active means activity change below about -50%; inconclusive means mostly about -30% to -49%;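 further: -100% = wells without enzyme as full effect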
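In this quantitative HTS, ADP production by PI4K2A was quantified luminescently after 1 h at ambient temperature; 100 microM adenosine served as plate-quality control.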
TrxR1 substrate: qHTS Assay for Substrates of Mammalian Selenoprotein Thioredoxin Reductase 1 (TrxR1): qHTS; purified TrxR1 substrate turnover, NADPH consumption readout; Thioredoxin reductase 1, cytoplasmic (Rattus norvegicus), O89049; Potency, µM (titrated, usually from 114 µM), for inactives: at the top dose activity change, negative = substrate turnover; 0.01% of 390,000 active; further: potency means the concentration at half of the fitted maximal effect; on the % scale 0 is the no-effect control and ±100 the full control effect; nearly all actives have a fitted effect of over 50% in size
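Rat TrxR1, dispensed at 90 nM, was prereduced with 400 uM NADPH (final) for 5 min at ~22 deg C, then incubated with compound 15 min before 400 uM selenite. A first-read NADPH fluorescence drop versus no-compound background flagged substrates.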
D2 agonist: HTS Assay for Allosteric Agonists of the Human D2 Dopamine Receptor: Primary Screen for Agonists | D(2) dopamine receptor (Homo sapiens), P14416 | HEK293 T-REx D2 cells, calcium flux agonist mode | 0.53% of 340,000 active | activation, % at 2 µM;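 active means activation over 3 SD above normal in the single-dose calcium agonist read, cut at about 30% in these data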; further: 0% is about no effect
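Agonism scored from kinetic calcium signal (1 read/sec, 180 s) following compound pin transfer, after a 10 s baseline. Cells: HEK293 Trex line expressing inducible D2 receptor coupled to calcium, dye-loaded after overnight culture at 30 C.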
USP1-UAF1 inh: Inhibitors of USP1/UAF1: Primary Screen. 0.23% of 390,000 active. AID 743255, 2014. Potency, µM (highest dose often 57.1 µM), for the others: at the highest dose activity change, negative = inhibition, most hits filed as inhibitors. recombinant USP1/UAF1, Ub-Rhodamine cleavage fluorescence. Ubiquitin carboxyl-terminal hydrolase 1 (Homo sapiens), O94782; further: potency means the concentration at half of the fitted maximal effect; on the % scale 0 is the no-effect control and ±100 the full control effect; nearly all actives have a fitted effect of over 60% in size; inactives centre near -12
Target sequence (O94782 whole entry, looked up): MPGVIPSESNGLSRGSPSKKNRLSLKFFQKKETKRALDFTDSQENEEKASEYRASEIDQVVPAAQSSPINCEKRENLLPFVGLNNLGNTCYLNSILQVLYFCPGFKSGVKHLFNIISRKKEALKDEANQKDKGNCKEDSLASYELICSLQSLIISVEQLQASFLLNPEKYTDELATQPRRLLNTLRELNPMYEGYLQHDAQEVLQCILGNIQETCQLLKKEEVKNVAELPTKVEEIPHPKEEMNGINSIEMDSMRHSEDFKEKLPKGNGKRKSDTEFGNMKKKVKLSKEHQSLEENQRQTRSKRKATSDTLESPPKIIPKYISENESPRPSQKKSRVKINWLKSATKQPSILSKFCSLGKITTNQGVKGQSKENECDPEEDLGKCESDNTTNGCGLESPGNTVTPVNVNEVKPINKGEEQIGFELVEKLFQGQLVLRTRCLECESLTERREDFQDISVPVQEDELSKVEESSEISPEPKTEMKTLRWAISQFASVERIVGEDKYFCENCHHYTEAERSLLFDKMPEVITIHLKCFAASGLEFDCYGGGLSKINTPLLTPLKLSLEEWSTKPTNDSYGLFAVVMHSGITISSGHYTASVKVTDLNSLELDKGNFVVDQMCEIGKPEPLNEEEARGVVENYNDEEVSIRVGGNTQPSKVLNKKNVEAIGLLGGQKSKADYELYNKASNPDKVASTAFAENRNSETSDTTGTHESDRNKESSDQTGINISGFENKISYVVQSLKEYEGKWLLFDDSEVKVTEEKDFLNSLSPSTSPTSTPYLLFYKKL
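USP1/UAF1 complex at 1 nM was preincubated with compound for 15 min at room temperature, then Ub-Rho substrate (150nM final) was added. Fluorescence (480/540 nm) was read kinetically, 6 reads every 60 seconds.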
TRHR enhancer: qHTS for Small Molecule Agonists and Allosteric Enhancers of Human TRH Receptor: Primary Screen for Enhancers. Thyrotropin-releasing hormone receptor (Homo sapiens), P34981. TRHR cells, fluo-8 calcium fluorescence, EC20 TRH enhancement. enhancement, % at 2 µM. 0.66% of 360,000 active. AID 493056, 2011; in the data active means enhancement above about 30%; further: 0% is about no effect
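Enhancer read-out: after compound pinning and an initial kinetic agonist-mode read, an EC20 of TRH (10 nM final) was injected and fluo-8 calcium signal (Ex 480/Em 530) followed at 1 s/cycle for 100 cycles in TRHR-expressing cells.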
The depositor's hits bear a star; ? = inconclusive; / = not tested or not shown; [ ] = remark or other dose. Unless noted, the call rests on the fitted dose curve; in most records, active means well fitted inhibition curve with a large enough effect; inconclusive means small, poorly fitted or top-dose-only effect; inactive means no such curve, though single readings can be large or run the other way.

1) CC(C)CCN1CCN(C2CCN(c3ccc4c(c3)OCO4)CC2)CC1CCO (stereo unspecified)
2) COc1cc(/C=N/NC(=O)c2ccccc2)ccc1OS(=O)(=O)c1ccccc1
3) O=C(CSc1nc(C2CC2)nc2ccccc12)Nc1ccccc1N1CCOCC1
4) O=C(Nc1nnc(SCC(=O)N2CCCC2)s1)C1CC(=O)N(c2ccc(F)cc2)C1 (stereo unspecified)
5) CCN(Cc1ccccc1)C(=O)Cn1c(=O)oc2cc(S(=O)(=O)N3CCCCCC3)ccc21
6) CC(C)CC(NC(=O)c1ccco1)C(=O)Nc1ccc2c(c1)OCCO2 (stereo unspecified)
7) O=C(NCc1ccccc1)c1ccc(CN2CCOCC2)cc1
8) O=C(CSc1nc2c(oc3ccccc32)c(=O)n1CC1CCCO1)NCc1ccc(F)cc1 (stereo unspecified)
Assay by compound,1,2,3,4,5,6,7,8
rTrxR1 inhibitor,6%,5%,21%,-15%,27%,16%,-13%,1%
TRHR ag,1.9,0.9,-0.1,1.2,-2.0,1.6,-1.1,0.7
D2 antag,-10,/,0,8,/,-24,1,-8
IDH1 R132H inh,31%[activator],5%,-8%,2%,/,-13%,7%,6%
PI4K2A block,-3,2,2,0,-8,-1,3,-3
TrxR1 substrate,5%,-5%,-7%,0%,11%,4%,-15%,-8%
D2 agonist,-1.1,/,-0.3,-1.0,-1.2,0.0,1.5,0.5
USP1-UAF1 inh,2%,-20%,-16%,-11%,-20%,?,4%,-5%
TRHR enhancer,2,-2,2,12,1,-1,-1,-8

9) O=C(NCCC1=CCCCC1)c1ccc(-n2cncn2)c([N+](=O)[O-])c1
10) Cc1ccc(NC(=O)Cn2c(=O)ccc3cc(S(=O)(=O)N4CCC(C)CC4)ccc32)c(C)c1
11) Cc1nnc2n(-c3ccccc3)c(=O)c3c4c(sc3n12)CC(C)CC4 (stereo unspecified)
12) CCOC(=O)c1c(NC(=S)NC(=O)c2cnn(CC)c2)sc2c1CCC(C)C2 (stereo unspecified)
13) CC(CCc1ccccc1)NC(=O)c1cccc([N+](=O)[O-])c1 (stereo unspecified)
14) O=C(Cn1cnc2ccccc21)OCC(=O)N1CCc2ccccc2C1
15) CN(C)S(=O)(=O)c1ccc(NC(=O)CN2CCCc3ccccc32)cc1
16) CCN(CC)C(=O)C1CCCN(Cc2sccc2C)C1 (stereo unspecified)
Assay by compound,9,10,11,12,13,14,15,16
rTrxR1 inhibitor,0%,26%[57.1 µM],11%,-8%,-14%,8%,14%[57.1 µM],22%[57.1 µM]
TRHR ag,-1.3,0.0,-0.7,0.5,-0.3,-1.3,9.2,1.3
D2 antag,-19,/,9,-19,8,-5,15,9
IDH1 R132H inh,10%,-12%,-2%,8%,3%,-2%,-3%,-4%
PI4K2A block,-3,2,-2,1,9,0,5,5
TrxR1 substrate,-3%,3%[57.1 µM],2%,-7%,-11%,-2%,4%[57.1 µM],7%[57.1 µM]
D2 agonist,-0.7,/,0.5,-0.4,-1.8,-0.2,1.8,0.8
USP1-UAF1 inh,-21%,-8%,-13%,-5%,-4%,-10%,-10%,-4%
TRHR enhancer,11,-6,-9,-4,-11,-7,-5,-9

The list goes on; it opens with the 3 that closed the last part.
14) O=C(Cn1cnc2ccccc21)OCC(=O)N1CCc2ccccc2C1
15) CN(C)S(=O)(=O)c1ccc(NC(=O)CN2CCCc3ccccc32)cc1
16) CCN(CC)C(=O)C1CCCN(Cc2sccc2C)C1 (stereo unspecified)
17) NC(=O)c1c(NC(=O)c2cccnc2)sc2c1CCCCC2
18) O=C(CSCc1ccc(F)cc1)NC1CCCC1
19) CCc1ccccc1NC(=O)C1CCCN(C(=O)c2cnn(-c3ccccc3)c2-n2cccc2)C1 (stereo unspecified)
20) O=C(N/N=C/c1ccc(OC(=O)c2ccccc2)cc1)c1ccc(CN2CCOCC2)cc1
21) CC(C)(SC(=S)N1CCCCCC1)C(=O)O
22) CCOc1ccccc1NS(=O)(=O)c1c(C)nc2sccn2c1=O
23) COc1cccc(/C=C/C(=O)OCC(=O)NCCC2=CCCCC2)c1OC
24) Cc1ccc(NC2OC(CO)C(O)C(O)C2O)cc1 (stereo unspecified)
Assay by compound,14,15,16,17,18,19,20,21,22,23,24
rTrxR1 inhibitor,8%,14%[57.1 µM],22%[57.1 µM],-4%,24%,11%,-5%,29%[57.1 µM],3%,6%,-15%
TRHR ag,-1.3,9.2,1.3,0.2,-0.8,-1.8,-0.4,1.1,0.1,/,0.8
D2 antag,-5,15,9,-10,-8,/,-16,/,/,/,14
IDH1 R132H inh,-2%,-3%,-4%,11%,-2%,6%,1%,4%,6%,-8%,0%
PI4K2A block,0,5,5,2,3,1,1,-3,2,1,-5
TrxR1 substrate,-2%,4%[57.1 µM],7%[57.1 µM],8%,2%,2%,-9%,-3%[57.1 µM],-3%,10%,2%
D2 agonist,-0.2,1.8,0.8,1.1,1.9,/,-0.3,/,-0.2,/,0.9
USP1-UAF1 inh,-10%,-10%,-4%,-12%,17%,-21%,-3%,-9%,-4%,-24%,3%
TRHR enhancer,-7,-5,-9,8,0,-1,14,-2,-12,/,-1

25) COC(=O)C1CCN(Cc2cc(=O)oc3cc(OC)ccc23)CC1
26) CC1CCN(C(=O)COC(=O)c2ccc(Cl)nc2)CC1
27) CCCCN(C(=O)c1cc2c(s1)CCCCC2)c1c(N)n(CCC)c(=O)[nH]c1=O
28) Nc1nonc1-c1nc2ccccc2n1CC(=O)N/N=C\c1ccc(-c2ccc(Cl)cc2)o1
29) Cn1c(=O)c(C(=O)NCc2ccccc2Cl)c(O)c2ccccc21
30) CC(=O)NNC(=O)CCn1nnc2ccccc21
31) Cc1cc(OC(=O)c2cccs2)ccc1C(C)C
32) COc1cccc(CC(NC(C)=O)C(=O)NC2CCN(C(=O)c3ccc(Cl)cc3)CC2)c1OC (stereo unspecified)
Assay by compound,25,26,27,28,29,30,31,32
rTrxR1 inhibitor,-21%,-1%,-3%,-21%[57.1 µM],23%,23%[57.1 µM],11%[57.1 µM],12%
TRHR ag,-0.4,/,0.0,1.6,0.4,0.3,0.0,0.4
D2 antag,0,/,17,23,-8,1,14,21
IDH1 R132H inh,2%,-12%,4%,-8%,-5%,0%,5%,1%
PI4K2A block,2,1,-1,3,2,-4,3,0
TrxR1 substrate,9%,-2%,-1%,0%,-1%,14%[57.1 µM],-6%,4%
D2 agonist,56*,/,0.4,1.3,1.4,0.9,2.0,-0.3
USP1-UAF1 inh,-2%,-10%,-8%,-8%,0%,-16%,-10%,-9%
TRHR enhancer,-5,/,-12,3,27,-5,8,10

Reprinted at random: 2 compounds from above.
26) CC1CCN(C(=O)COC(=O)c2ccc(Cl)nc2)CC1
28) Nc1nonc1-c1nc2ccccc2n1CC(=O)N/N=C\c1ccc(-c2ccc(Cl)cc2)o1
Assay by compound,26,28
rTrxR1 inhibitor,-1%,-21%[57.1 µM]
TRHR ag,/,1.6
D2 antag,/,23
IDH1 R132H inh,-12%,-8%
PI4K2A block,1,3
TrxR1 substrate,-2%,0%
D2 agonist,/,1.3
USP1-UAF1 inh,-10%,-8%
TRHR enhancer,/,3

Continued:
33) Cc1nc(SC(C)C(=O)Nc2c(C)n(C)n(-c3ccccc3)c2=O)nc(C)c1C (stereo unspecified)
34) O=C(O)c1ccc(OC2CSC2)cc1
35) OC(CNCCN1CCNCC1)Cc1ccccc1 (stereo unspecified)
36) COc1ccc(S(=O)(=O)N2CCN(CC(=O)NCC3(N4CCOCC4)CCCCC3)CC2)cc1
37) CCOC(=O)C1CCCN(C(=O)c2cc(S(=O)(=O)N3CCCCCC3)ccc2OC)C1 (stereo unspecified)
38) COc1ccc(C(=O)Nc2ccc(C(=O)NCCc3ccccc3)cc2)cc1
39) O=C(O)CCn1cc(/C=C/C(=O)c2ccc(Cl)cc2)c(-c2ccc(Br)cc2)n1
40) O=C(COc1ccc2ccccc2c1)NCCc1ccc2c(c1)OCCO2
41) O=C(c1ccc(CNS(=O)(=O)c2ccccc2)cc1)N1CCN(c2ccccn2)CC1
42) Cc1ccc(NC(=O)CNc2ccccc2N2CCCC2=O)cc1S(=O)(=O)N1CCCCC1
43) Cn1nc(C(F)(F)F)c(-c2cccc(C(F)(F)F)c2)c1NC(=O)Nc1ccc(F)cc1
Assay by compound,33,34,35,36,37,38,39,40,41,42,43
rTrxR1 inhibitor,29%,-9%,15%[57.1 µM],2%,7%,31%,-27%,17%[57.1 µM],10%,-1%,10%[11.4 µM]
TRHR ag,-0.3,0.4,/,0.4,-0.1,0.8,0.2,0.8,-0.4,0.2,0.9
D2 antag,-6,-2,/,-2,-42,-13,2,14,1,-23,4
IDH1 R132H inh,-9%,1%,11%,1%,-4%,4%,-6%,6%,4%,4%,2%
PI4K2A block,2,3,-3,-4,-1,5,3,-8,3,1,-3
TrxR1 substrate,-3%,4%,9%,2%,3%,3%,-11%,6%[57.1 µM],5%,-16%,2%[11.4 µM]
D2 agonist,0.7,1.5,/,-0.1,-1.1,1.3,-0.2,0.7,-1.5,1.8,4.8
USP1-UAF1 inh,-13%,-12%,-8%,-9%,-4%,-13%,-19%,-8%,-14%,-3%,?
TRHR enhancer,1,9,/,-5,0,-5,9,0,11,-4,-6

Source: PubChem (National Center for Advancing Translational Sciences (NCATS))
